Screening results deposited in PubChem BioAssay by National Center for Advancing Translational Sciences (NCATS).
Vif-A3F inh – qHTS for Inhibitors of Vif-A3F Interactions: qHTS; HeLa A3F-eYFP + Vif (tagged APOBEC3F with the HIV-1 protein that degrades it), YFP fluorescence increase; Potency, µM (doses to about 46.1 µM), inactives show at the top dose activity, negative = active; AID 602313, 2012; 390,000 compounds, 0.2% hits; further: % of control where 0% means no effect; nearly all actives have a fitted effect of over 65% in size
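HeLa cells stably expressing A3F-eYFP plus Vif, plated and incubated overnight at 37 deg C, then exposed to compounds overnight at 37 deg C. Blocked degradation read as raised yellow fluorescence (Ex 488/Em 500-530).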
RGS4 inhibitor – Inhibitors of Regulator of G Protein Signaling (RGS) 4: qHTS. Regulator of G-protein signaling 4 (Homo sapiens), P49798. Transcreener GDP fluorescence polarization, RGS4-accelerated GTP hydrolysis. Potency, µM (top dose mostly 114 µM), without a hit: top-dose activity change, negative = inhibition, most hits filed as inhibitors. 390,000 compounds, 0.039% hits; further: on the % scale 0 is the no-effect control and ±100 the full control effect; nearly all actives have a fitted effect of over 75% in size; some results filed as inactive show a strong effect at the top dose
Target sequence (P49798 whole entry, looked up): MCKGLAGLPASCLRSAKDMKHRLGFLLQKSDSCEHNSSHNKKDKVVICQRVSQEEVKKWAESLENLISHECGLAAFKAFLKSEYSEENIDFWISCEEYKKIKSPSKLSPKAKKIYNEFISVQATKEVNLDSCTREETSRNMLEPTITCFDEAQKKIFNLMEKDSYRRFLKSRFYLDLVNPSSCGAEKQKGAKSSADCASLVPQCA
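MLSMR compounds (23 nl, pin-transferred) preincubated 10 min at room temperature with a 500nM (2x) first reagent, then RGS4 at 900nM (2x) plus Transcreener GDP mix added; fluorescence polarization (620/688 nm) read before and after 90 min at 30 °C.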
IDH1 R132H inh – qHTS for Inhibitors of mutant isocitrate dehydrogenase 1 (IDH1): qHTS; IDH1-R132H enzyme, NADPH consumption, diaphorase/resazurin fluorescence; Isocitrate dehydrogenase [NADP] cytoplasmic (Homo sapiens), O75874; 390,000 compounds, 0.093% hits; Potency, µM (titrated, usually from 76.6 µM), for inactives: at the top dose activity change, negative = inhibition, hits mostly inhibitors; further: on the % scale 0 is the no-effect control and ±100 the full control effect; nearly all actives have a fitted effect of over 65% in size
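IDH1-R132H (0.5 ug/mL dispensed) in pH 7.5 Tris buffer was preincubated 30 min with compound, then given a substrate mix of 0.016 mM NADPH and 2 mM alpha-KG for 80 min at room temperature; remaining NADPH was read by diaphorase/resazurin fluorescence.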
ALOX12 inh – Primary qHTS assay for inhibitors of human arachidonate 12S-lipoxygenase (ALOX12): Round 2; 580,000 compounds, 1.1% hits; purified 12hLO, xylenol orange hydroperoxide absorbance; AID 1671190, 2021; Polyunsaturated fatty acid lipoxygenase ALOX12 (Homo sapiens), P18054; Potency, µM (top dose mostly 108 µM), for the others: at the highest dose activity change, negative = inhibition, actives largely listed as inhibitors; further: on the % scale 0 is the no-effect control and ±100 the full control effect
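Hydroperoxide product was detected by ferrous iron/xylenol orange as the 573 to 405 nm absorbance ratio. Arachidonic acid at 40 uM (final) was turned over for 30 min at room temperature by 150 nM human 12hLO, pH 7.0 Hepes buffer, after 15 min compound preincubation.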
RXFP1 ag – qHTS Assay for Agonists of the Relaxin Receptor RXFP1; HEK293T-RXFP1 cAMP TR-FRET, 30 min; response scale: percent of porcine relaxin response, buffer zero; Potency, µM (titrated, usually from 57.5 µM), for inactives: at the highest dose activation, actives largely listed as activators; 370,000 compounds, 0.3% hits; further: on the % scale 0 is the no-effect control and ±100 the full control effect; nearly all actives have a fitted effect of over 60% in size; many of its hits are not listed in these tables
Target sequence (Q9HBX9 whole entry, looked up): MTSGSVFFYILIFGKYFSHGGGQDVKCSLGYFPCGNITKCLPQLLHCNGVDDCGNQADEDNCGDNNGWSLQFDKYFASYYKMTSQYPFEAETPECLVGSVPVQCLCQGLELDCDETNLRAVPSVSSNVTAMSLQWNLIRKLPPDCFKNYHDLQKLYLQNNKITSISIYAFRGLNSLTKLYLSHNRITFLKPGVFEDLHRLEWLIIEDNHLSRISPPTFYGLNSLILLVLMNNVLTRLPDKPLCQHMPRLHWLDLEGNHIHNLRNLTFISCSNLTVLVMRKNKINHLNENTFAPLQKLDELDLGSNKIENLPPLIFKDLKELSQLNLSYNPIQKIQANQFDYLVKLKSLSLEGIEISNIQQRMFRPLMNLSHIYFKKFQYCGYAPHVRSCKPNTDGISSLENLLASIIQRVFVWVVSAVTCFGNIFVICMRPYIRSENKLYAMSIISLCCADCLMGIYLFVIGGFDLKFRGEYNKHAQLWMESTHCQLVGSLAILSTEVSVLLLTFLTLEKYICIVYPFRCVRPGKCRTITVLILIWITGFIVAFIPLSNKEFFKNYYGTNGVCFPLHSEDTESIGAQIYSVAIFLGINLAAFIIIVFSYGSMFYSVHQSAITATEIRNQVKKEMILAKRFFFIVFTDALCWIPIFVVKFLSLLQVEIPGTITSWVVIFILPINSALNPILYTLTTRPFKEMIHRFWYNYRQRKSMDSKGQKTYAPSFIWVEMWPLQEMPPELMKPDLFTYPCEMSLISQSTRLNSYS
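cAMP rise read by TR-FRET after 30 min, 37C compound exposure (up to 58 uM) in RXFP1-transfected HEK293 cells with Ro 20174 present. EC50 from Hill-equation fits, with 29 nM porcine relaxin as 100% and buffer as basal.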
rTrxR1 inhibitor – qHTS Assay for Inhibitors of Mammalian Selenoprotein Thioredoxin Reductase 1 (TrxR1): qHTS; Thioredoxin reductase 1, cytoplasmic (Rattus norvegicus), O89049; recombinant rTrxR1, NADPH fluorescence consumption, selenite substrate; Potency, µM (titrated, usually from 114 µM), for inactives: top-dose activity change, negative = inhibition, actives largely listed as inhibitors; 390,000 compounds, 1% hits; AID 588453, 2011; further: on the % scale 0 is the no-effect control and ±100 the full control effect; nearly all actives have a fitted effect of over 65% in size
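Rat TrxR1 (90 nM in the dispensed reagent) was pre-reduced with 400 uM NADPH for 5 min at room temperature, then incubated with compound for 15 min. After 400 uM selenite was added, NADPH fluorescence (Ex 340/Em 450 nm) was followed for 8 min.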
USP1-UAF1 inh – Inhibitors of USP1/UAF1: Primary Screen | Ubiquitin carboxyl-terminal hydrolase 1 (Homo sapiens), O94782 | recombinant USP1/UAF1, Ub-Rhodamine cleavage fluorescence | Potency, µM (titrated, usually from 57.1 µM), for inactives: at the top dose activity change, negative = inhibition, hits mostly inhibitors | 390,000 compounds, 0.23% hits | AID 743255, 2014; further: on the % scale 0 is the no-effect control and ±100 the full control effect; nearly all actives have a fitted effect of over 60% in size; inactives centre near -12
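1 nM enzyme complex + cpd, 15 min RT; start with Ub-Rho 150nM final; kinetic fluorescence ex 480/em 540, 6 reads q60 s. Buffer 50mM HEPES pH 7.8, 0.5mM EDTA, 0.1 mg/ml BSA, 1mM TCEP, 0.01% Tween-20.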
TrxR1 substrate – qHTS Assay for Substrates of Mammalian Selenoprotein Thioredoxin Reductase 1 (TrxR1): qHTS; purified TrxR1 substrate turnover, NADPH consumption readout; Potency, µM (highest dose often 114 µM), for inactives: at the top dose activity change, negative = substrate turnover; 390,000 compounds, 0.01% hits; AID 588456, 2011; further: on the % scale 0 is the no-effect control and ±100 the full control effect; nearly all actives have a fitted effect of over 50% in size
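Rat TrxR1, dispensed at 90 nM, was prereduced with 400 uM NADPH (final) for 5 min at ~22 deg C, then incubated with compound 15 min before 400 uM selenite. A first-read NADPH fluorescence drop versus no-compound background flagged substrates.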
Vif-APOBEC3G blk – qHTS for Inhibitors of Vif-A3G Interactions: qHTS | DNA dC->dU-editing enzyme APOBEC-3G (Homo sapiens), Q9HC16 | HeLa A3G-eYFP + Vif (tagged APOBEC3G with the HIV-1 protein that degrades it), YFP fluorescence, overnight | Potency, µM (doses to about 46.1 µM), for inactives: at the top dose activity, negative = active, most hits filed as inhibitors | 410,000 compounds, 0.076% hits | AID 602310, 2012;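 further: on the % scale 0 is the no-effect control and ±100 the full control effect; nearly all actives have a fitted effect of over 60% in size; hits raise eYFP signal because A3G escapes Vif-driven loss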
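Read-out is eYFP fluorescence (Ex 488/Em 500-530) from Vif-expressing HeLa A3G-eYFP cells; more signal means A3G escaped Vif-mediated degradation. Cells plated overnight, compound pinned in, incubated overnight at 37 deg C.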
Starred values were filed as active, the others as inactive; ? = inconclusive; . = not tested or not shown; & = joins results of further samples; [ ] = dose if it differs, or a comment. The call rests on the fitted dose curve; in most records, active means well fitted curve in the direction sought with a large enough effect; inconclusive means small, poorly fitted or top-dose-only effect, or another doubt; inactive means no such curve, though single readings can be large; an effect the other way counts as inactive or inconclusive. Potency means the concentration at half of the fitted maximal effect. This is a subset, so the mix of outcomes need not match the whole.

SMILES | Vif-A3F inh | RGS4 inhibitor | IDH1 R132H inh | ALOX12 inh | RXFP1 ag | rTrxR1 inhibitor | USP1-UAF1 inh | TrxR1 substrate | Vif-APOBEC3G blk
COc1ccc(C(OCC(O)CNCCc2ccccc2)c2ccc(OC)cc2)cc1 (stereo not given) | 13% | -7% | -3% | ? | -1.3% | 11%[57.1 µM] | -2% | 6%[57.1 µM] | -1%
CC(=O)c1cccc(Nc2ncnc3c2cnn3C)c1 | -1% | 3% | 15% | 3% | 21% | 19%[57.1 µM] | 18% | 0%[57.1 µM] | -1%
Cc1ccc(S(=O)(=O)NCC(=O)NCC(=O)OC(C(=O)NC(N)=O)C(C)C)cc1C (stereo not given) | 8% | 19% | -6% | 1% | 0.0% | 18% | -11% | 8% | 4%
Cc1cc2n(n1)CCCN2C(=O)Nc1ccc(Cl)cc1 | 1% | 5% | 13% | -8% | 1.6% | 35%[57.1 µM] | -12% | 3%[57.1 µM] | ?
CCOc1ccc(N(CC(=O)NCc2ccc(F)cc2)C(=O)CCC(=O)Nc2nccs2)cc1 | 7% | 0% | -10% | ? | -0.4% | 11% | -11% | -5% | -4%
CCCOc1cccc(C2/C(=C(/O)c3ccc(F)cc3)C(=O)C(=O)N2CCN(C)C)c1 (stereo not given) | . | -49% | 1% | ? | 0.1% | ? | -13% | -5% | 2%
CC(C)(C)c1ccc(S(=O)(=O)NCc2ccc(C(=O)N3CCCC3)cc2)cc1 | 1% | 6% | -1% | -27% | 1.7% | 1% | -5% | 0% | -2%
CCOC(=O)c1c(C)oc2cc(Br)c(OC)cc12 | -11% | 8% | 3% | 0% | 1.9% | 6% | -27% | 2% | -1%
COc1ccccc1C(C)NC(=O)c1ccc(NC(=O)CC2SC(N3CCCC3)=NC2=O)cc1 (stereo not given) | 2% | -11% | 8% | 2% | 3.5% | 11% | -17% | 6% | 10%
Cc1c(C(=O)O)oc2c1/C(=N\O)CC(C)(C)C2 | 2% | 11% | 1% | -9% | -0.3% | 1%[57.1 µM] | -10% | 4%[57.1 µM] | -1%
Cc1cc(N)c2ccccc2n1 | -3% | 11% | 4% | 3% | -1.3% | 33% | -13% | 5% | 2%
Cc1ccc(NC(=O)C(C)OC(=O)c2cc(=O)[nH]c3ccccc23)cc1S(=O)(=O)N1CCOCC1 (stereo not given) | 2% | -5% | -10% | -20% | . | -8% | -22% | -2% | -4%
CC(=O)C12C3C4C(C5C1C3C5(Br)C41OCCO1)C21OCCO1 (stereo not given) | -10% | 16% | 8% | -1% | -0.2% | -3%[57.1 µM] | -16% | -1%[57.1 µM] | -2%
NC(=O)C1CCC(NC(=O)OCc2ccccc2)CC1 (stereo not given) | 3% | 15% | -5% | 0% | -0.7% | 8%[57.1 µM] | -14% | -1%[57.1 µM] | -3%
COC(=O)c1cc(NC(=O)c2c(F)c(F)c(F)c(F)c2F)cc(C(=O)OC)c1 | 0% | 9% | 4% | 4% | 2.9% | 3%[57.1 µM] | -19% | -7% | -18%
CCC(C)N(C(=O)CN1C(=O)NC2(CCc3ccccc32)C1=O)C1CCS(=O)(=O)C1 (stereo not given) | 5% | -16% | -1% | 4% | 2.3% | -2% | -6% | -6% | 0%
O=C(CSc1nnc2ccccn12)NNC(=O)c1cccc(Cl)c1 | -13% | -4% | -2% | 2% | . | -10%[57.1 µM] | -5% | -6%[57.1 µM] | 0%
COc1ccc(CCNC(=O)C(=O)NCC2CCNCC2)cc1OC | 3% | -21% | 2% | -10% | 1.7% | 21% | -12% | 3% | 1%
COc1cccc(CNC(=O)C2CCCN(S(=O)(=O)c3ccc4c(ccn4C)c3)C2)c1OC (stereo not given) | -12% | -5% | -16% | ? | 3.4% | 23%[57.1 µM] | -23% | 2%[57.1 µM] | -1%
COc1ccc(-c2nc(C#N)c(N3CCC(C(N)=O)CC3)o2)cc1OC | 3% | 29% | 4% | 32%&0% | 9.1% | -11% | -4% | -8% | 2%
Cc1noc(C)c1S(=O)(=O)N1CCN(Cc2ccc3c(c2)OCO3)CC1 | 4% | 5% | -3% | 361%[activator] | 0.4% | 4%[57.1 µM] | -7% | 3%[57.1 µM] | 1%
COc1cc2nc(NC(=O)c3ccc(S(=O)(=O)N4CCCC4)cc3)sc2cc1OC | 5% | -14% | 7% | -19% | 3.8% | 40%[activator][57.1 µM] | -20% | 6%[57.1 µM] | -1%
c1ccc2c(c1)OC1OC2Oc2ccccc21 | -8% | 1% | 2% | . | . | 21%[11.4 µM] | -2% | 15%[57.1 µM] | 0%
Cc1ccc(CNC(=O)c2ccccc2CCc2ccccc2)cc1 | -11% | -11% | 1% | 18% | 0.6% | 14% | -17% | -3% | -8%
Cc1cc(C)n2nc(SCC(=O)NC3(C#N)CCCCC3)nc2n1 | -3% | . | 9% | -3% | . | . | -9% | . | -3%
Continued.
SMILES | Vif-A3F inh | RGS4 inhibitor | IDH1 R132H inh | ALOX12 inh | RXFP1 ag | rTrxR1 inhibitor | USP1-UAF1 inh | TrxR1 substrate | Vif-APOBEC3G blk
O=C(CCCCCl)Nc1c2c(nc3ccccc13)CCC2 | 4% | 1% | -16% | 0% | 0.6% | 0% | -22% | -3% | -6%
CCCCNC(=O)C1CCC(CNc2c(N3CCC(C)CC3)c(=O)c2=O)CC1 (stereo not given) | 3% | -13% | 14% | ? | 5.9% | 16% | -22% | -1% | -3%
COc1ccccc1N(CC(=O)N(c1ccccc1)C(C)C)S(=O)(=O)c1cccs1 | -14% | 17% | 3% | -10% | 0.3% | 16%[57.1 µM] | -1% | -1% | 5%
CCOc1ccc(-n2c(-c3ccccc3)c(C)n3c4c(=O)n(C)c(=O)n(C)c4nc23)cc1 | 0% | ? | 17% | ? | -2.0% | 16% | -19% | 1% | -5%
O=C(NCC1CCCO1)C(c1cccs1)N(Cc1cccs1)C(=O)c1ccc(-c2ccccc2)[nH]1 (stereo not given) | -20% | -34% | 4% | -15% | 7.2% | 17% | ? | 4% | ?
COc1cccc(NC(=O)Cn2c(=O)n(CCC(=O)NCCc3ccc(Cl)cc3)c(=O)c3ccccc32)c1 | 0% | -29% | 11% | -8% | 2.3% | 32% | -28% | 13% | -6%
Cc1cc(NC(=O)COC(=O)C2=NN(c3ccccc3)C(=O)CC2)c([N+](=O)[O-])cc1C | 10% | -2% | 11% | ? | . | 11% | -21% | -6% | 2%
Cc1cccc(N2CCN(C(=O)Cc3c(C(=O)O)[nH]c4ccc(Cl)cc34)CC2)c1C | -12% | -34% | -8% | ? | 2.1% | -9%[57.1 µM] | -7% | 9% | -3%
CC(C)n1c(N2CCN(C(=O)c3cccs3)CC2)nc2ccccc21 | . | 13% | 6% | -16% | 1.7% | -8% | -9% | -9% | -2%
CSc1nc(=S)n(-c2ccccc2)c(C)c1C(C)=O | -13% | -16% | 10% | -14% | 0.0% | 1% | -9% | -3% | 1%
CCC(C)(C(=O)NC1CCCCC1)N(Cc1ccco1)C(=O)c1ccccn1 (stereo not given) | -4% | -11% | 9% | -3% | 3.1% | 3%[57.1 µM] | -14% | 14%[57.1 µM] | 1%
COc1ccc(C(C(=O)NC2CCCC2)N(CC2CCCO2)C(=O)Cn2nnc(-c3ccc(C)o3)n2)cc1 (stereo not given) | -4% | -2% | -4% | -14% | -1.3% | 12% | -17% | -2% | 0%
CN(C(=O)c1ccc(F)cc1)c1ccc(OCC(=O)Nc2ccccc2C(=O)O)cc1 | 9% | -34% | 4% | 0% | . | 12%[57.1 µM] | ? | 5% | 1%
Oc1ccc(CCc2n[nH]c(=S)n2-c2ccc(F)cc2)cc1 | 4% | -13% | 3% | 25µM* | 0.8% | -5% | -25% | 2% | 3%
Cc1ccc(C)c(NNC(=O)C(=O)NNc2cc(C)ccc2C)c1 | -7% | -4% | 7% | -29% | -0.3% | 4%[57.1 µM] | -1% | -4%[57.1 µM] | -1%
CC(=O)c1ccc(OCCCC(=O)Nc2ccc3c(c2)OCCO3)cc1 | 3% | 12% | -8% | 8% | 1.7% | 23% | -5% | -2% | -3%

Compound profiles (already shown). Order of screens: Vif-A3F inh | RGS4 inhibitor | IDH1 R132H inh | ALOX12 inh | RXFP1 ag | rTrxR1 inhibitor | USP1-UAF1 inh | TrxR1 substrate | Vif-APOBEC3G blk
Entry for `O=C(CCCCCl)Nc1c2c(nc3ccccc13)CCC2` → 4% | 1% | -16% | 0% | 0.6% | 0% | -22% | -3% | -6%
Entry for `Oc1ccc(CCc2n[nH]c(=S)n2-c2ccc(F)cc2)cc1` → 4% | -13% | 3% | 25µM* | 0.8% | -5% | -25% | 2% | 3%
